Screening data from PubChem.
M. tuberculosis = growth inhibition of non-replicating M. tuberculosis (AID 488890). one-dose inhibition, % at 25 µM; IC50 in µM for titrated hits. 0.39% of 320,000 active. Mycobacterium tuberculosis non-replicating, growth inhibition; higher % means a stronger effect; in the data active means a potency from the dose series; inconclusive means inhibition mostly from about 82% at the one dose, without a potency; inactive means the rest, 99 in 100 with inhibition below about 76%;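 further: plate controls were DMSO cells for no effect and high antibiotic wells for full effect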
inhibitors of VEEV = inhibitors of VEEV TC-83 cytopathic effect, confirmation, Vero cells (AID 588727); Vero cells, VEEV TC-83 cytopathic effect inhibition; higher % means a stronger effect; inhibition, % at 20 µM, or IC50 in µM where a hit was titrated; 0.13% of 350,000 active; in the data active means a potency from the dose series; inconclusive means inhibition mostly from about 14% at the one dose, without a potency; inactive means the rest, 99 in 100 with inhibition below about 12%; further: strong numbers were not always called active
H37Rv inhibition = M. tuberculosis growth inhibition, HTS (AID 449762); 0.59% of 330,000 active; M. tuberculosis H37Rv growth inhibition, 7H9 media; higher % means a stronger effect; one-dose inhibition, % at 25 µM; IC50 in µM for titrated hits; in the data active means a potency from the dose series; inconclusive means inhibition above about 70% without an active follow-up result;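 further: bacterial growth assessed after seven days of incubation; strong numbers were not always called active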
H1N1 NS1A inhibition = NS1A inhibition, H1N1 influenza, cell based functional assay (AID 504329) | NS1A functional cell-based assay, percent inhibition; higher % means a stronger effect | inhibition, % at 12.5 µM, or IC50 in µM where a hit was titrated | 0.3% of 340,000 active; in the data active means a potency from the dose series; inconclusive means inhibition above about 27% without an active follow-up result; further: strong numbers were not always called active
PhoP GFP inhibition = PhoP regulon inhibitors, Salmonella typhi PhoP promoter GFP reporter, confirmatory (AID 1850); Salmonella Typhi PhoP-promoter GFP reporter, fluorescence, 4 h; higher % means a stronger effect; inhibition, % at 50 µM, or IC50 in µM where a hit was titrated; 0.33% of 310,000 active; in the data active means a potency from the dose series; inconclusive means inhibition mostly from about 25% at the one dose, without a potency; inactive means the rest, 99 in 100 with inhibition below about 19%;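 further: 0% = induced wells with vehicle and 100% = uninduced wells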
inhibitors of VEEV 10K pilot screen = further read-out of inhibitors of VEEV, marked with its call; inhibition, %; measured here: 10K pilot screen inhibition
Numbers without * were called inactive; i = inactive; ? = inconclusive; . = no result given.

SMILES	M. tuberculosis	inhibitors of VEEV	H37Rv inhibition	H1N1 NS1A inhibition	PhoP GFP inhibition	others
COc1ccc(CCN2C(=O)CC(NNC(=O)c3ccccc3Br)C2=O)cc1OC (configuration not stated)	0%	0.9%	5%	-5%	-1%
O=C1C(Cc2ccc(O)cc2)NC(=S)N1C1CCCCC1 (configuration not stated)	29%	0.6%	4%	15%	-2%
CN(C)S(=O)(=O)N1CCN(S(=O)(=O)c2ccc3ccccc3c2)CC1	73%	0.9%	-6%	-8%	-3%
Cc1nc2scc(-c3ccccc3)c2c(=O)n1N	-2%	1.5%	1%	-5%	-2%
C=CCn1c(COc2ccccc2)nnc1SCc1ccc(C#N)cc1	-19%	5.8%	6%	-31%	11%
Cc1ccc(C)c(CN2CCNC2=O)c1	9%	2.3%	-5%	0%	-11%
COc1ccc(CN2C(=O)NC(=O)/C(=C\c3ccco3)C2=O)cc1	3%	0.3%	-9%	1%	-10%
C1=Nc2ccccc2CN1c1ccccc1	-5%	1.8%	-11%	-4%	17%
CCOCCCn1c(SCc2ccccc2)nnc1-c1ccncc1	-19%	0.8%	8%	-6%	0%
CC(C)(C)NC(=O)C1CC(=O)OC1(C)C (configuration not stated)	0%	0.2%	-1%	0%	6%
CC(NC(=O)c1ccc(F)cc1Cl)C1CC2CCC1C2 (configuration not stated)	27%	1.0%	6%	-3%	14%
CCOC(=O)c1oc2ccccc2c1NC(=O)c1ccccc1OC	16%	i	38%	-21%	-5%

The closing two entries of the section before are carried over, then new ones follow:
SMILES	M. tuberculosis	inhibitors of VEEV	H37Rv inhibition	H1N1 NS1A inhibition	PhoP GFP inhibition	others
CC(NC(=O)c1ccc(F)cc1Cl)C1CC2CCC1C2 (configuration not stated)	27%	1.0%	6%	-3%	14%
CCOC(=O)c1oc2ccccc2c1NC(=O)c1ccccc1OC	16%	i	38%	-21%	-5%
CCc1cc(=O)[nH]c(SCc2ccc(C)cc2)n1	42%	1.2%	1%	2%	-9%
Cc1noc(NC(=O)c2ccc(Cl)c(Cl)c2)c1Cl	66%	0.2%	0%	-1%	3%
CCOCCSc1nnc2nc(C)cc(C)n12	1%	0.8%	-2%	-44%	-4%
CC(=O)Nc1sc(NC(=O)c2ccco2)nc1-c1cccs1	-8%	1.6%	2%	3%	4%
COC(=O)c1c(C)[nH]c(C(=O)C(C)OC(=O)C2CC2)c1C (configuration not stated)	12%	1.1%	-14%	2%	.
COc1ccccc1NC(=O)CSc1nccn1Cc1ccc(F)cc1	27%	2.4%	-4%	4%	1%
CC(C)(C)OC(=O)N1CCC(NC(=O)c2[nH]cnc2C(=O)N[C@@H](Cc2ccccc2)C(=O)OCc2ccccc2)CC1	44%	1.4%	-4%	-15%	5%
COC(=O)c1ccc(Sc2ccc(F)cc2)c(N)c1	27%	i	-2%	-9%	-12%
COc1cc(NC(=O)Cc2ccc(F)cc2)cc(OC)c1OC	-2%	0.1%	2%	1%	-6%
COc1cc(-c2noc(C)c2/C=C/c2ccc(OC(C)=O)cc2)cc(OC)c1OC	17%	7.7%	1%	3%	2%
CCOc1cc(S(=O)(=O)N(CC)CC)c(OCC)cc1-n1cnnn1	-4%	4.1%	1%	6%	2%
CCC(=O)Nc1nnc(S(=O)(=O)N(CC(C)C)c2ccccc2)s1	-4%	2.6%	3%	1%	1%
O=C(c1ccco1)N1CCN(C(=O)C23CC4CC(CC(C4)C2)C3)CC1	-4%	6.4%	3%	14%	-6%
Cn1c(SCC(=O)c2ccc(F)cc2)ncc(C(=O)Nc2ccccc2)c1=O	6%	0.1%	10%	-4%	1%
COc1ccc(N(C)S(=O)(=O)c2cccc(C(=O)NCC3CCCCC3)c2)cc1	.	4.8%	.	9%	.
O=C(Nc1cccc(-n2cnnn2)c1)c1ccc(C(F)(F)F)cc1	46%	5.1%	-4%	-2%	.
COc1ccc(NC(=O)CN(c2ccc(OC)c(Cl)c2)S(=O)(=O)c2ccccc2)c(OC)c1	28%	7.0%	2%	2%	-1%
COC(=O)c1ccc(CSc2nnc(-c3c[nH]c4ccccc34)n2-c2ccccc2)cc1	17%	2.3%	-5%	7%	-2%
COc1ccc2nc3cc(Cl)ccc3c(Nc3cc(CN4CCCC4)c(O)c(CN4CCCC4)c3)c2n1	37%	.	58%	.	6%
C=CCn1c(SCC(=O)NC(=O)c2cccc([N+](=O)[O-])c2)nnc1-c1ccccc1	-13%	i	-3%	4%	-4%
Nc1nonc1-n1nnc(C(=O)N/N=C/c2ccc(Cl)cc2)c1-c1ccc2c(c1)OCO2	-7%	0.8%	-1%	6%	5%
C=CCNC(=O)c1ccc(C2SCC(=O)N2Cc2ccco2)cc1 (configuration not stated)	2%	1.6%	-3%	0%	-3%
Cc1csc(CNc2ncnc3ccc(-c4cccnc4)cc23)c1	38%	1.1%	3%	-8%	.
COc1ccc(NC(=O)CN(c2ccccc2OC)S(=O)(=O)c2cccs2)cc1Cl	6%	9.6%	-7%	3%	.

As a working copy, part of the list above:
SMILES	M. tuberculosis	inhibitors of VEEV	H37Rv inhibition	H1N1 NS1A inhibition	PhoP GFP inhibition	others
COc1ccc2nc3cc(Cl)ccc3c(Nc3cc(CN4CCCC4)c(O)c(CN4CCCC4)c3)c2n1	37%	.	58%	.	6%
C=CCn1c(SCC(=O)NC(=O)c2cccc([N+](=O)[O-])c2)nnc1-c1ccccc1	-13%	i	-3%	4%	-4%
Nc1nonc1-n1nnc(C(=O)N/N=C/c2ccc(Cl)cc2)c1-c1ccc2c(c1)OCO2	-7%	0.8%	-1%	6%	5%
C=CCNC(=O)c1ccc(C2SCC(=O)N2Cc2ccco2)cc1 (configuration not stated)	2%	1.6%	-3%	0%	-3%
Cc1csc(CNc2ncnc3ccc(-c4cccnc4)cc23)c1	38%	1.1%	3%	-8%	.
COc1ccc(NC(=O)CN(c2ccccc2OC)S(=O)(=O)c2cccs2)cc1Cl	6%	9.6%	-7%	3%	.

(further entries)
SMILES	M. tuberculosis	inhibitors of VEEV	H37Rv inhibition	H1N1 NS1A inhibition	PhoP GFP inhibition	others
Cn1c(CN2CCOCC2)nc2cc(NC(=O)c3ccccc3Cl)ccc21	-7%	0.6%	-1%	7%	6%
CCOC(=O)CCC(NC(=O)CCC(=O)NC(CCC(=O)OCC)C(=O)OCC)C(=O)OCC (configuration not stated)	-10%	1.2%	-5%	0%	3%
Cc1ccc(NC(=O)c2cc([N+](=O)[O-])ccc2N2CCCC2)cc1	19%	0.4%	55%	-1%	-6%
O=C(Nc1ccc(Cl)cc1)OC1CN2CCC1CC2 (configuration not stated)	-7%	i	-8%	-21%	13%
COC(=O)c1cccc2nc3c(C(C)O)cccc3nc12 (configuration not stated)	-14%	1.2%	-3%	8%	6%
O=C(CN1C(=O)CSc2ccc(S(=O)(=O)N3CCCCCC3)cc21)NCCc1ccccc1	.	2.4%	.	-5%	.
COc1ccc(C/C(O)=C(\C#N)c2nc3ccccc3[nH]2)cc1OC	-22%	3.7%	5%	0%	5%
Cc1cccc(Oc2ccccc2NC(=O)CN2C(=O)NC3(CCCC3)C2=O)c1	1%	7.8%	-5%	-15%	1%
O=C(c1ccsc1)N1CCCC(Nc2ccc(F)c(F)c2)C1 (configuration not stated)	3%	2.2%	6%	-5%	-23%
CCCCC(CC)CO (configuration not stated)	-5%	1.6%	-4%	-8%	.
O=C(C[n+]1ccc(CCSc2ccc(F)cc2)cc1)c1ccccc1	?	1.2%	37%	1%	-5%
CCn1nnnc1SCC(=O)NCc1ccco1	-12%	1.0%	2%	5%	-3%
CCCCC(c1nnnn1CC1CCCO1)N1CCN(c2cc(Cl)ccc2C)CC1 (configuration not stated)	.	i	.	-1%	.
COc1ccc(OCCCC(=O)OCC(=O)NNC(=O)c2ccc([N+](=O)[O-])cc2)cc1	35%	1.8%	59%	-2%	3%
CN1CCN(c2ccc(CNS(=O)(=O)c3cccc(F)c3)cc2)CC1	13%	i	0%	-22%	8%
CC(=O)Nc1cccc(OCCCOc2cccc([N+](=O)[O-])c2)c1	.	0.5%	.	-18%	.
COc1ccc([N+](=O)[O-])cc1N(CC1CO1)S(=O)(=O)c1ccc(C)cc1 (configuration not stated)	14%	1.6%	2%	-3%	-5%
CCC1CCCCN1S(=O)(=O)c1c(C)n(C)c(=O)n(C)c1=O (configuration not stated)	13%	0.2%	-2%	-8%	-1%
CC1(C)CCCN(C(=O)c2ccc3c(c2NCCO)C(=O)c2ccccc2C3=O)C1	23%	6.6%	19%	15µM*	-4%
COc1cccc(C(=O)NNS(=O)(=O)c2ccc(F)cc2)c1	11%	0.2%	7%	-5%	-9%
CC1CCCCC12NC(=O)N(CC(=O)N1CCN(C(=O)c3cccs3)CC1)C2=O (configuration not stated)	-10%	0.1%	-13%	-5%	.
O=C(CSc1nnc(C2CC2)n1-c1ccccc1)NCc1ccco1	-8%	0.8%	-9%	-7%	-1%
C=CCc1cccc(/C=N/NC(=O)CNc2cccc3ccccc23)c1O	-7%	11%	1%	-1%	6%
CC(C)(C)NC(=O)Cn1c(SCC(=O)NC2CC2)nc2ccccc21	-1%	i	3%	-1%	-22%
CS(=O)(=O)N1CCC(C(=O)c2cccc(Cl)c2)CC1	-11%	i	-8%	21%	-2%	inhibitors of VEEV 10K pilot screen=3.5
COc1cc2c(cc1OC)C1=C(C#N)CCC(=O)N1CC2	6%	3.2%	8%	5%	4%
CCOC(=O)c1c(-c2ccc(F)cc2)csc1NC(=O)C1CCCO1 (configuration not stated)	50%	0.8%	11%	3%	-9%
O=c1[nH]c(=S)n(Cc2ccc(F)cc2)c(O)c1C=NCCCn1ccnc1	17%	i	6%	0%	-14%
O=C(Nc1nc(-c2cccc3ccccc23)cs1)c1cnccn1	?	1.6%	?	-6%	-7%
O=S(=O)(NCc1ccc(F)cc1)c1ccc2c(c1)OCCO2	11%	1.1%	16%	4%	-14%
Cc1ccc(N2C(=O)[C@@H]3[C@H](C2=O)[C@H]2C=C(C(=O)c4ccccc4)C=CN2[C@@H]3C(=O)c2ccc(Cl)cc2)cc1	44%	i	10%	-3%	-3%
S=c1[nH]c(-c2ccccc2)cn1/N=C/c1ccc(Br)cc1	10%	0.3%	-6%	-11%	8%
Cc1ccc2c(c1)sc[n+]2Cc1ccccc1	26%	0.7%	3%	18%	4%
O=C(NCc1ccco1)Nc1ccc(OC(F)(F)F)cc1	77%	0.6%	1%	-14%	-1%
COC(=O)c1c(C)nc(C)c(C(=O)OC)c1-c1ccsc1	-7%	i	-12%	.	11%
O=C(Cn1nnc(-c2ccccc2)n1)N/N=C/c1cc([N+](=O)[O-])c(Cl)cc1Cl	-4%	0.2%	1%	4%	-1%
Cc1cccn2cc(-c3cc4ccccc4oc3=O)nc12	26%	0.8%	-4%	-6%	2%
C[n+]1ccccc1C1CCCC/C1=N\Nc1ccc([N+](=O)[O-])cc1[N+](=O)[O-] (configuration not stated)	-7%	0.3%	0%	2%	1%
O=C(O)CCC(=O)NNC(=O)c1cccs1	7%	0.6%	12%	6%	-7%
Cc1ccc(S(=O)(=O)/N=C(\c2ccc(Cl)cc2)N2CCOCC2)cc1	-11%	1.3%	-7%	0%	16%
CN(C)c1ccc(S(=O)(=O)N2CCCCC2)cc1NC(=O)CN1C(=O)NC(C)(c2ccccc2)C1=O (configuration not stated)	32%	9.7%	-8%	-6%	1%
CSc1ccccc1NC(=O)c1ccc(N2CC3CC(C2)c2cccc(=O)n2C3)c(NC(=O)c2ccncc2)c1 (configuration not stated)	13%	7.8%	7%	5%	0%
NC(=O)NCC(=O)N1CCC(C(O)(c2ccccc2)c2ccccc2)CC1	6%	i	-4%	-11%	-6%
CCCCNC(=O)CSc1nc2ccc(NC(=O)CSc3nnc(N)s3)cc2s1	43%	i	-13%	6%	-5%
COc1ccc(-c2cc(C(F)(F)F)nc(S(=O)(=O)CCCC(=O)Nc3cccnc3Cl)n2)cc1OC	.	?	.	3%	.
CCn1cc(/C=C2\SC(=O)N(CC(=O)Nc3ccc4c(c3)OCO4)C2=O)c2ccccc21	-8%	0.7%	9%	2%	-4%
OCC1(CCc2ccccc2)CCN(Cc2cccn2-c2cccnc2)CC1	8%	0.3%	-12%	-1%	-1%
Cc1ccc(SCCN2CCN(CC(C)C)CCC2=O)cc1	.	1.9%	.	5%	.
CN(C)c1cccc(C(=O)OCC(=O)N(C)c2ccccc2)c1	8%	3.2%	9%	-2%	-2%
Cc1cccc(C)c1NC(=O)CNC(=O)CCC(=O)N1CCOCC1	-4%	i	2%	-3%	-3%
O=C(NC1C/C(=N/O)c2cc3c(cc21)OCO3)C(F)(F)F (configuration not stated)	-7%	0.7%	7%	-5%	12%
Cc1ccc2c(c1)N(C(=O)CCC(=O)NCc1cccnc1)CCO2	-3%	0.7%	-8%	1%	11%
CCOc1cc(NC(=O)c2ccco2)c(OCC)cc1NC(=O)c1ccco1	4%	1.4%	-4%	13%	0%

No enrichment for hits; about 1.5% have a hit in one of these screens.
